Screening results as filed in PubChem BioAssay.
M. tuberculosis HTS: M. tuberculosis growth inhibition, HTS (AID 449762); one-dose inhibition, % at 25 µM; IC50 in µM for titrated hits; M. tuberculosis H37Rv growth inhibition, 7H9 media; higher % means a stronger effect; actives 0.59% (n = 330,000); in the data active = a potency from the dose series; inconclusive = inhibition above about 70% without an active follow-up result;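 also: bacterial growth assessed after seven days of incubation; strong numbers were not always called active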
Salmonella PhoP GFP: Inhibition of PhoP regulon, Salmonella typhi GFP reporter cells, confirmation, 4 h (AID 1850). Salmonella Typhi PhoP-promoter GFP reporter, fluorescence, 4 h; higher % means a stronger effect. inhibition, % at 50 µM; hits with a dose series show IC50 in µM. actives 0.33% (n = 310,000); in the data active = a potency from the dose series; inconclusive = inhibition mostly from about 25% at the one dose, without a potency; inactive = the rest, 99 in 100 with inhibition below about 19%;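 also: 0% = induced wells with vehicle and 100% = uninduced wells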
tuberculosis growth: growth inhibition of non-replicating M. tuberculosis (AID 488890); one-dose inhibition, % at 25 µM; IC50 in µM for titrated hits; actives 0.39% (n = 320,000); Mycobacterium tuberculosis non-replicating, growth inhibition; higher % means a stronger effect; in the data active = a potency from the dose series; inconclusive = inhibition mostly from about 82% at the one dose, without a potency; inactive = the rest, 99 in 100 with inhibition below about 76%;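 also: plate controls were DMSO cells for no effect and high antibiotic wells for full effect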
inhibitors of VEEV: inhibitors of VEEV TC-83 cytopathic effect, confirmation, Vero cells (AID 588727); Vero cells, VEEV TC-83 cytopathic effect inhibition; higher % means a stronger effect; inhibition, % at 20 µM; hits with a dose series show IC50 in µM; actives 0.13% (n = 350,000); in the data active = a potency from the dose series; inconclusive = inhibition mostly from about 14% at the one dose, without a potency; inactive = the rest, 99 in 100 with inhibition below about 12%; also: strong numbers were not always called active
H1N1 NS1A inhibition: H1N1 influenza NS1A inhibitors, functional cell based assay (AID 504329); inhibition, % at 12.5 µM; hits with a dose series show IC50 in µM; actives 0.3% (n = 340,000); NS1A functional cell-based assay, percent inhibition; higher % means a stronger effect; in the data active = a potency from the dose series; inconclusive = inhibition above about 27% without an active follow-up result; also: strong numbers were not always called active
inhibitors of VEEV 10K pilot screen: also measured in inhibitors of VEEV; calls as there; inhibition, %; measured here: 10K pilot screen inhibition
Numbers without * were called inactive; i = inactive; ? = inconclusive; · = not tested or not shown; & = joins results of further samples.

SMILES	M. tuberculosis HTS	Salmonella PhoP GFP	tuberculosis growth	inhibitors of VEEV	H1N1 NS1A inhibition	others
Cn1c(CNC(=O)Nc2ccccc2)nnc1SCc1ccccc1	-2.1%	5.0%	-7.2%	i	2.4%
COC(=O)c1ccc(OC)c(CSc2nnc(COc3cccc(C)c3)o2)c1	-8.2%	-0.6%	4.7%	2.3%	0.9%
COC(=O)c1ccc(-n2nnnc2SCC(=O)NCc2cccc(C(=O)O)c2)cc1	-3.8%	6.7%	-9.4%	i	3.4%
CC(C)c1nnc(SCC(=O)N2CCOCC2)n1C	-0.4%	-4.6%	2.9%	0.1%	3.4%
CCN(CC)CCn1c(NC(=O)c2ccccc2O)nc2ccccc21	57.6%	3.0%	?	9.2%	-12.6%
COc1ccccc1NC(=O)CCN1CCCCCC1	-1.4%	-0.4%	8.4%	0.6%	5.6%
CCN(CC)CCNC(=O)C(=O)NCC1OCCN1S(=O)(=O)c1ccc2c(c1)OCCO2 (configuration not stated)	1.7%	-4.3%	16.7%	0.8%	2.6%	inhibitors of VEEV 10K pilot screen=0.8
Cc1csc(NC(=O)CSc2nnc(-c3ccccc3)o2)n1	22.9%	2.7%	?	7.5%	-1.3%
Cc1nc2ncnn2c(C)c1CCC(=O)N1CCN(Cc2ccccc2)CC1	-5.2%	-6.0%	-4.7%	0.6%	-4.1%
Cc1ccc(S(=O)(=O)N2CCCC2C(=O)OCC(=O)Nc2ccc3c(c2)OCO3)cc1 (configuration not stated)	-4.6%	-4.5%&8.6%	13.6%	1.5%	7.1%
Cc1ccc(CS(=O)Cc2ccc(C(=O)NCc3ccccc3Cl)o2)cc1 (configuration not stated)	3.6%	-4.2%	2.0%	0.8%	2.0%
O=C1CCCC2=C1C(c1ccc3c(c1)OCO3)c1c([nH]n(-c3ccccc3)c1=O)N2 (configuration not stated)	-19.0%	-10.8%	10.4%	1.1%	1.0%
O=C(NC1CCCCC1)c1ccc(Cn2cc(Cl)cn2)cc1	-0.4%	-5.7%	17.8%	0.3%	-4.8%
Cc1ccc(OCc2nnc(SCC(=O)O)n2-c2ccccc2)cc1	-5.2%	7.6%	1.6%	4.0%	-9.3%
Cc1cc(C)c(C)c(OCCCCN2CCCCC2)c1	13.7%	4.1%	18.4%	0.1%	-6.3%
CCCN1CN(Cc2ccco2)c2nc3ccccc3n2C1	-8.2%	5.9%	9.9%	i	7.3%
O=C(CSc1nnnn1-c1cccnc1)Nc1cccc(Cl)c1	7.2%	-14.7%	24.8%	2.0%	10.2%
O=C(COC(=O)c1ccc([N+](=O)[O-])cc1Cl)NCc1ccco1	26.7%	·	51.2%	0.8%	-2.7%
COc1cccc2sc(=NC(=O)CS(=O)(=O)c3ccc(Cl)cc3)n(C)c12	?	-7.2%	57.7%	10.4%	-8.4%
COc1ccc(C(=O)NNC2=CC(=O)CC(C)(C)C2)cc1	4.6%	-0.1%	-18.4%	0.2%	6.6%	inhibitors of VEEV 10K pilot screen=0.7
CC1CC(=O)c2cnc(Nc3cccc(C(F)(F)F)c3)nc2C1 (configuration not stated)	6.1%	-4.6%	10.8%	8.4%	-3.8%
O=S1(=O)CCN(C(CCO)c2cccc(C(F)(F)F)c2)CC1 (configuration not stated)	7.0%	2.4%	-3.6%	1.7%	0.9%
O=C(O)CCCCc1nc2ccccc2s1	-5.2%	-6.8%	1.8%	1.1%	-11.1%
COc1ccc(C(CC(=O)Nc2ccc(Cl)cc2F)NC(=O)C(F)(F)F)cc1 (configuration not stated)	25.4%	6.8%	10.5%	i	-3.4%
C=CCN(C(=O)CNC(=O)c1cccs1)C(C(=O)NC(C)(C)C)c1ccccc1 (configuration not stated)	-0.4%	-2.7%	-6.9%	0.3%	7.3%
O=C1CCC(C(=O)N2CCCCCC2)CN1CCc1ccc(Cl)cc1 (configuration not stated)	4.7%	5.8%	-2.4%	i	1.8%
C[C@@H]1ON(C2CCCCC2)[C@H]2c3nc4ccccc4n3C[C@@H]12	-4.2%	7.6%	-11.7%	i	-0.9%
CCC1(CC)Cc2ccccc2-c2nc(CN(C)C)[nH]c(=O)c21	?	-1.6%	?	i	2.8%
CN1C(=O)C(C2(C#N)CCCCC2)C(=O)N(C)C1=O	-18.8%	-4.1%	0.4%	2.2%	-3.5%	inhibitors of VEEV 10K pilot screen=0.2
O=C(CS(=O)(=O)c1ccccc1)N1CCCCC1	-2.6%	-6.8%	-20.1%	0.9%	1.2%
CC1CCCN(CC(=O)Nc2cc(Cl)ccc2Oc2ccccc2)C1 (configuration not stated)	31.4%	6.0%	12.7%	1.1%	10.5%
COc1cccc(NC(=O)Nc2nnc(Cc3ccc(F)cc3)s2)c1	2.1%	-11.7%	-2.0%	1.7%	-1.2%
COc1ccccc1NS(=O)(=O)c1ccc(O)c(C(=O)OCC(=O)c2ccc(Cl)cc2Cl)c1	5.5%	0.0%	47.7%	2.5%	-5.5%
Cn1nc(C(=O)Nc2nc(-c3ccc(F)cc3)cs2)ccc1=O	7.2%	13.0%	4.3%	i	5.7%
CCN(C(=O)c1ccc(C(C)(C)C)cc1)c1nnc(Cn2nnc3ccccc32)s1	9.3%	2.9%	23.8%	2.1%	4.0%
COc1ccc(S(=O)(=O)N2CCC(n3cnc4ccccc43)CC2)cc1	-2.5%	1.5%	14.1%	0.9%	4.2%
O=C(O)c1ccc(/C=C2\SC(=Nc3ccccc3)N(c3ccccc3)C2=O)cc1	7.3%	-4.6%	13.1%	i	-15.3%
O=C1COc2ccc(C(=O)COC(=O)CNC(=O)c3ccco3)cc2N1	-1.4%	8.0%	0.7%	0.5%	-1.1%
COc1ccc(-c2nnc(N)s2)cc1OC	·	·	·	1.4%	-0.9%
Cc1csc2nc(CNC(=O)C3CC=CCC3C(=O)O)cn12 (configuration not stated)	-7.0%	-2.9%	-13.3%	i	4.0%
Cc1ccc2c(c1)[C@H]1[C@H](CO2)[C@H](c2ccccc2)[C@]2(C)C(=O)N(Cc3ccco3)CC(=O)N12	5.0%	·	35.8%	8.7%	-13.0%
Cc1ccc(NC(=O)COc2ncnc3c(Cl)cc(Cl)cc23)cc1[N+](=O)[O-]	-8.4%	5.4%	-19.1%	0.1%	-4.6%
Nc1nc(N)nc(-c2cc(F)ccc2O)n1	-8.8%	·	-2.4%	0.7%	8.5%
NC(=O)CCS(=O)(=O)c1ccc(Cl)cc1	0.4%	-4.3%	-1.8%	i	-1.4%
CC(C)(C)NC(=O)CSc1nnc(-c2c[nH]c3ccccc23)o1	-0.7%	-2.5%	?	0.2%	-0.8%
COc1ccc(C(=O)Nc2cccc(OC)c2)cc1	-7.4%	-0.4%	0.1%	2.9%	24.3%
N#Cc1ccc(C(=O)Nc2cc(-c3ccccc3)nn2-c2ccccc2)cc1	-5.1%	7.5%	-8.4%	3.3%	-0.3%
COCCN1C(=O)c2ccc(C(=O)Nc3cccnc3)cc2C1=O	2.1%	-3.5%	-14.9%	0.3%	-9.6%
Cc1cccc(NC(=O)/C(C#N)=C/c2cn(CC(=O)NCc3ccco3)c3ccccc23)c1	-4.3%	-14.1%	-6.7%	2.8%	-9.3%
O=C(CCCn1c(=O)[nH]c2cc(Cl)ccc2c1=O)NC1CCCCCC1	4.1%	1.1%	-11.6%	2.1%	13.3%
O=C(COC(=O)Cc1ccc(S(=O)(=O)N2CCOCC2)s1)NCc1ccc(Cl)cc1	6.3%	6.2%	-4.6%	0.4%	-1.9%
COc1ccc(N2C(=O)CC(N3CCCCC3)C2=O)cc1 (configuration not stated)	-1.8%	4.3%	19.9%	0.9%	-14.6%
COCCCNC(=O)CN(c1ccc(Cl)c(Cl)c1)S(C)(=O)=O	-3.4%	-3.9%	-3.1%	1.6%	9.2%
COc1ccccc1OCCOCCOc1ccc(C)cc1Br	-2.4%	7.0%	50.6%	0.1%	-5.5%
Cc1cc(C)n(-c2ccc(C(=O)OC(C)C(=O)Nc3ccc(C(N)=O)cc3)cc2)n1 (configuration not stated)	·	·	·	0.8%	-2.6%
O=C(Nc1cccc(CNCCc2c[nH]c3ccccc23)c1)c1ccccc1Cl	26.3%	-6.5%	48.3%	i	>100µM*
Clc1ccc(OCc2nn3c(-c4ccccc4)nnc3s2)c(Cl)c1	3.4%	-3.9%	-3.0%	1.1%	1.5%
O=C(CNC(=O)c1ccc(Br)o1)NCC1CCCO1 (configuration not stated)	-11.8%	-7.1%	-11.6%	0.3%	-13.8%
COc1ccc(C(=O)NCC(=O)OC2CCCCC2=O)cc1 (configuration not stated)	-10.3%	-0.9%	-10.6%	0.7%	-2.0%
COc1ccc(OC)c(S(=O)(=O)NCc2csc(-c3ccccc3)n2)c1	-3.2%	6.7%	16.0%	0.1%	0.0%
(continued)
SMILES	M. tuberculosis HTS	Salmonella PhoP GFP	tuberculosis growth	inhibitors of VEEV	H1N1 NS1A inhibition	others
COc1cccc(/C=N/N=C(\N)c2nonc2N)c1O	62.1%	-1.6%	-6.3%	0.7%	0.8%
CCCC(C)NC(=O)COc1ccc(S(=O)(=O)N2CCCC2)cc1 (configuration not stated)	-5.5%	2.5%	-5.0%	0.2%	3.3%
CCCS(=O)(=O)N1CCCC(C(=O)NCCCN2CCN(c3cccc(Cl)c3)CC2)C1 (configuration not stated)	·	-1.6%	·	i	4.1%
Cc1ccccc1OCCC(=O)OCC(=O)N1CCN(S(=O)(=O)c2ccc(Cl)cc2)CC1	-1.2%	0.5%	35.6%	2.2%	-10.9%
Cc1ccc2c(C(=O)CCl)c(C)[nH]c2c1	?	-1.3%	?	?	15.9%
O=C(Cn1cnc2c(nnn2Cc2ccccc2)c1=O)NCC1CCCO1 (configuration not stated)	6.2%	4.1%	-15.0%	1.2%	2.1%
c1coc(-c2nc3ccccc3nc2-c2ccco2)c1	8.2%	0.0%	57.3%	1.4%	-5.2%
Cc1ccc(S(=O)(=O)CS(=O)(=O)c2ccc(C)cc2)cc1	·	·	·	i	-6.3%
O=C(COC(=O)CC1CCCCC1)Nc1c(Cl)cccc1Cl	10.9%	·	58.1%	0.7%	-2.1%
CCOc1ccc(CC2CC(=O)NC2=O)cc1 (configuration not stated)	1.7%	-0.3%	-0.9%	i	-9.3%
O=C(NC1CCCCCCC1)c1ccccc1O	6.4%	-2.4%	63.5%	0.7%	-10.5%
CC(C)(C)NC(=O)CN(C(=O)CNS(=O)(=O)c1ccc(Cl)cc1)c1ccc2c(c1)OCCO2	5.7%	5.8%	-5.9%	2.8%	1.4%
CCN1C(=O)NC2=C(C(=O)c3ccccc32)C1c1ccccc1F (configuration not stated)	3.3%	-12.6%	14.5%	4.7%	7.2%
CN(c1cccc(NC(=O)c2ccc(N(C)S(=O)(=O)c3ccccc3)cc2)c1)S(C)(=O)=O	11.2%	-0.9%	6.4%	6.9%	-3.7%
O=C1C(Cc2ccccc2)Nc2ncnc(N3CCCCC3)c2N1Cc1ccccc1 (configuration not stated)	-1.6%	·	57.7%	0.9%	-2.2%	inhibitors of VEEV 10K pilot screen=0.7
Cc1cc(C)cc(NC(=O)Nc2ccc(S(=O)(=O)Nc3cc(C)on3)cc2)c1	5.2%	0.6%	32.8%	0.8%	-4.0%
CCC(C)NC(=O)C1CCN(S(=O)(=O)c2cccc3cccnc23)CC1 (configuration not stated)	-2.5%	19.0%	3.9%	0.7%	2.0%
